# Source: PubChem BioAssay
# SENP6 inh – SENP6 protease inhibitors, primary screen, biochemical, luminescence, uHTS. 330,000 tested, 1.8% active. inhibition, % at 10 µM. AID 2599, 2010. Recombinant SENP6 catalytic domain, aminoluciferin luminescence. Sentrin-specific protease 6 (Homo sapiens), Q9GZR1;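 active = inhibition above about 50% at the single tested dose, limit read from the data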;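 note: plate controls were DMSO wells with enzyme for no effect and DMSO wells lacking enzyme for full effect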
# SENP8 block-1 – human SENP8 protease inhibitors, primary screen, biochemical, fluorescence, Nedd8 protein substrate, uHTS. Sentrin-specific protease 8 (Homo sapiens), Q96LD8. recombinant SENP8. inhibition, % at 20 µM. 360,000 tested, 0.64% active. AID 602440, 2012; in the data active = inhibition mostly above about 40%, no sharp cut-off; inactive = mostly below about 27%
# Target sequence (Q96LD8 whole entry, looked up): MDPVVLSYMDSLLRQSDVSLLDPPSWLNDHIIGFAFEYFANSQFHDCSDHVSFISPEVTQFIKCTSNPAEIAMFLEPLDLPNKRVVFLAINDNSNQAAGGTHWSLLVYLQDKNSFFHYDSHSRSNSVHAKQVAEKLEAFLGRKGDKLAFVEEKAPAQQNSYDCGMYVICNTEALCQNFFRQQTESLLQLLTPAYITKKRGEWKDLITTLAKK
# SENP1 FRET inh – human SENP1 catalytic domain inhibitors, primary screen, biochemical, FRET, uHTS. Sentrin-specific protease 1 (Homo sapiens), Q9P0U3. recombinant SENP1 catalytic domain, CyPet-SUMO1-YPet FRET cleavage. inhibition, % at 10 µM. 360,000 tested, 0.21% active. AID 624204, 2012;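 active = inhibition at least 30% at 10 µM, raw YFP signal under a set limit, fluorescence ratio 0.5 to 1.5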;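 note: 0% = enzyme with DMSO and 100% = no enzyme wells; some results filed as inactive read as strong as hits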
# Target sequence (Q9P0U3 419-644 limits assumed): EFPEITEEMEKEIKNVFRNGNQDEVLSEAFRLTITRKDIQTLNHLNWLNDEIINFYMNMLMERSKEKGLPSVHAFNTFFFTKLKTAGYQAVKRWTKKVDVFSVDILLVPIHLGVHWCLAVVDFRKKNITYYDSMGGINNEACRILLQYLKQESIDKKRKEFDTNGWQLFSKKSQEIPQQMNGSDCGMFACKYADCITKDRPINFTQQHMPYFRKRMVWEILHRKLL
#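 Test system: human SENP1 catalytic domain; medium: Tris pH 8 buffer plus EDTA, NaCl, BME, BSA, NP40, catalase; incubation: 50 min reaction at room temperature; technique: FRET, CFP and YFP emission; controls: no-enzyme low control and enzyme-plus-DMSO high control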
# SENP8 block-2 – SENP8 protease inhibitors, primary screen, biochemical, luminescence; Sentrin-specific protease 8 (Homo sapiens), Q96LD8; purified SENP8, Z-RLRGG-aminoluciferin cleavage; inhibition, % at 10 µM; 330,000 tested, 1.2% active; AID 2540, 2010; in the data active = inhibition above about 50%
# Apaf1 inhib – inhibitors of human Apaf-1 apoptosome, primary screen, biochemical, DEVD-Rh110 fluorescence, uHTS. Apoptotic protease-activating factor 1 (Homo sapiens), O14727. reconstituted apoptosome caspase-3 activity. inhibition, % at 20 µM. 330,000 tested, 0.71% active; active = inhibition of at least 40% at 20 µM;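 note: plate controls were DMSO wells for no effect and DEVD-CHO caspase inhibitor wells for full effect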
#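 System: reconstituted apoptosome with Apaf-1, cytochrome c, caspase-9, procaspase-3, dATP; Signal: Rh110 fluorescence intensity; Schedule: 30 min compound preincubation, 50 min activation, room temperature; Reagent: cytochrome c trigger plus (Z-DEVD)2-Rh110 caspase-3 substrate.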
# UBC13 polyUb – UBC13 polyubiquitin chain formation inhibitors, primary screen, biochemical, TR-FRET, uHTS. inhibition, % at 20 µM. 330,000 tested, 0.47% active; in the data active = inhibition above about 45%, passing the limit was not always enough
# Target sequence (P61088 whole entry, looked up): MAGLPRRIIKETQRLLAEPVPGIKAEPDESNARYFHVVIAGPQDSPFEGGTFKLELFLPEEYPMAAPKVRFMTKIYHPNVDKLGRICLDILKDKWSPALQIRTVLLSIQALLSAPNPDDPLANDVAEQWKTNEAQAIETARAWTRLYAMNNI
# SENP7 inh – SENP7 protease inhibitors, primary screen, biochemical, luminescence, uHTS; Sentrin-specific protease 7 (Homo sapiens), Q9BQF6; recombinant SENP7, Z-RLRGG-aminoluciferin luminescence, 40 min; inhibition, % at 5 µM; 330,000 tested, 1.5% active; AID 434973, 2010;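 active = inhibition above about 50% at the single test dose, limit read from the data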;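 note: plate controls were DMSO with enzyme for no effect and no enzyme buffer wells for full effect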
# A3G deaminase – APOBEC3G DNA deaminase inhibitors, primary screen, biochemical, fluorescence, single-stranded DNA substrate, uHTS; DNA dC->dU-editing enzyme APOBEC-3G (Homo sapiens), Q9HC16; recombinant A3G, ssDNA deamination FAM/TAMRA fluorescence; inhibition, % at 20 µM; 330,000 tested, 0.28% active; AID 493012, 2011;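 active = inhibition of at least 40% at 20 µM, with no more than 30% in the related APOBEC3A deaminase screen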;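 note: plate controls were DMSO wells with A3G for no effect and wells lacking A3G enzyme for full effect; some compounds called inactive have numbers as strong as hits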
# Target sequence (Q9HC16 whole entry, looked up): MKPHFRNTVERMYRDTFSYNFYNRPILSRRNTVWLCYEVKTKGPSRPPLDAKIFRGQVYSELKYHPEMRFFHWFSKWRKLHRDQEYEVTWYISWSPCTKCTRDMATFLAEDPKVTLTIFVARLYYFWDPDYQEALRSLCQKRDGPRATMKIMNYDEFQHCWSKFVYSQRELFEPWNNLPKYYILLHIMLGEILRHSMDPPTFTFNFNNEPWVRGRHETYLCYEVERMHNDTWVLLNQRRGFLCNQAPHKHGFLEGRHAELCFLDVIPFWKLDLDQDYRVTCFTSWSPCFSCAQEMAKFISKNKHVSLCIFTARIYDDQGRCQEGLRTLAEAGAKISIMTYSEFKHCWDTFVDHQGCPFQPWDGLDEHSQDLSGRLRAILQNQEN
# * marks the source's active call; other numbers are inactive results; . = no result given.
# Below each SMILES – SENP6 inh	SENP8 block-1	SENP1 FRET inh	SENP8 block-2	Apaf1 inhib	UBC13 polyUb	SENP7 inh	A3G deaminase
Cc1cccc2nc(CSc3ccc(Cl)cc3)cn12
    -25.3	10.2	1.4	19.2	12.4	0.9	29.0	-3.6
CC(C)OCCCNC(=O)CN1C(=O)CSc2ccc(S(=O)(=O)N3CCCCC3)cc21
    -8.5	-14.9	-0.6	-4.3	3.5	-6.0	-12.1	-6.4
C=CCn1c(=O)c2ccccc2n2c(SCC(=O)Nc3cc(C)on3)nnc12
    -10.2	10.9	0.2	-1.5	3.8	3.4	-5.5	-5.2
O=C(O)c1cccc(Cl)n1
    1.2	9.1	0.8	-0.9	2.2	6.2	-3.8	4.0
CC(C)(C)c1ccc(S(=O)(=O)NCc2ccccn2)cc1
    18.9	-23.2	1.9	6.9	8.1	-1.3	11.2	1.1
Cc1cc(S(=O)(=O)Nc2cccnc2)c(Cl)cc1Cl
    -9.0	16.8	-0.3	13.1	1.4	-11.6	-1.1	-8.1
COc1cccc(CC(CC(=O)O)C(=O)Nc2cc(C)ccc2C)c1 (configuration not stated)
    10.3	5.7	-0.1	-1.0	3.9	-5.2	-0.9	-5.0
CC(C)(C)c1ccc(S(=O)(=O)NCC2CCCO2)cc1 (configuration not stated)
    -14.9	6.6	0.6	-2.3	3.9	3.9	5.4	-8.5
COc1ccc(Nc2ncnc3c2c(C)c(C)n3CCCN(C)C)cc1
    4.9	-49.1	-0.8	-3.9	-0.9	0.5	-0.4	21.3
CCOc1ccc(-c2noc(CCCC(=O)NCC3CCCO3)n2)cc1OC (configuration not stated)
    -15.6	3.1	-2.6	-2.8	3.7	-0.6	7.9	1.7
CNS(=O)(=O)c1cccc(C(=O)OCC(=O)NCCCc2ccccc2)c1
    -22.8	25.2	3.6	-7.0	5.0	-4.1	-3.0	-8.7
COCCSc1nc(N)c2c3c(sc2n1)CN(C)CC3
    49.1	-425.3	-113.0	19.2	17.7	0.3	30.0	-5.5
CC(=O)Nc1ccc(CN2CCC(CO)(CCOc3ccccc3)CC2)cc1
    13.5	9.9	-1.7	-0.8	-5.7	11.6	-1.4	-3.3
OCCC1CN(Cc2nc3ccc(F)cc3[nH]2)CCN1C1CCCC1 (configuration not stated)
    13.9	-12.3	-10.4	9.7	-25.1	0.0	1.9	-9.1
Cc1ccc(CS(=O)Cc2ccc(C(=O)NCc3ccccc3Cl)o2)cc1 (configuration not stated)
    -3.7	20.6	-1.3	1.3	-3.9	0.3	-3.4	-7.4
NC(=O)c1ccccc1NC(=O)CSc1nc2ccccc2c(=O)[nH]1
    10.0	-32.7	0.1	4.8	-5.4	2.2	-10.7	-5.8
CC(C)(C)c1ccc(-c2nn(CCC#N)cc2/C=N/O)cc1
    0.3	7.5	0.6	0.9	49.9*	5.3	2.7	-8.4
Cc1cccc(Oc2ccc(Cl)cc2N)c1
    -21.5	4.3	-2.7	-7.7	12.2	-2.6	-2.9	-6.0
COc1ccc(CCNC(=O)CSc2nnc(-c3ccc(F)cc3)c3ccccc23)cc1OC
    -3.6	4.7	0.0	2.3	-0.9	-0.4	5.8	-6.4
CCNC(=S)N/N=C(\C)c1cc2ccccc2o1
    5.1	8.2	-2.1	-11.1	12.0	-20.2	0.9	-6.7
CCN(CC)C(=O)c1ncn(C)c1C(=O)N(CC)CC
    8.4	12.5	1.3	8.7	6.9	7.3	5.2	27.6
O=C(CSc1nnc(N2CCCC2)n1-c1ccccc1Cl)N1CCN(c2ccccn2)CC1
    9.5	-5.6	0.5	-4.4	-0.2	-1.8	2.7	-5.1
COc1ccc(C)cc1S(=O)(=O)N(C)CC(=O)NC1CCCCCC1
    14.2	5.9	-0.9	-2.0	0.9	-6.4	0.5	2.7
Cc1ccc(Cl)c(OCC(=O)Nc2cc(S(=O)(=O)N3CCOCC3)ccc2N2CCCC2)c1
    -11.6	-2.4	-0.7	-12.6	11.4	-2.2	14.2	-6.0
COc1ccc(S(=O)(=O)N2CCCCC2)cc1NC(=O)c1cccs1
    -1.2	-37.4	1.0	-2.2	15.1	1.3	-2.3	-7.0
CCn1cc(/C=C(\NC(=O)c2ccccc2OC)C(=O)NCCCn2ccnc2)c2ccccc21
    -7.9	-30.6	1.0	-3.8	1.9	10.7	-2.6	-7.0
Cc1ccc(CCNC(=O)C2CCC(=O)N2C(C)C)cc1 (configuration not stated)
    -0.8	15.0	0.8	0.9	-17.5	-1.3	4.7	-6.0
CC1CC(=O)NN=C1c1ccc(N)c([N+](=O)[O-])c1 (configuration not stated)
    -1.3	31.1	2.9	2.0	3.0	-37.1	7.3	-1.6
COc1ccc([C@H]2CC(=O)C=C(/C=C/c3ccc(C(F)(F)F)cc3)C2)cc1
    -13.6	17.1	1.2	-10.2	14.7	-1.2	11.2	1.4
Cc1ccc(C(=O)Nc2ccc(Nc3ccccc3)cc2)cc1Br
    -34.7	-1.3	2.7	-3.9	12.1	-5.4	6.2	10.7
FC(F)(F)c1cc(-c2ccccc2)nc(NC2CCCC2)n1
    4.7	-288.5	1.6	0.6	13.7	13.8	5.7	-1.6
Cc1cc(NC(=O)C2C3C(=O)N(Cc4ccc(Cl)cc4)C(C(=O)NC(C)(C)C)C34C=CC2(C)O4)no1 (configuration not stated)
    -12.2	10.1	0.6	-0.5	-5.5	-4.5	-3.6	-3.9
c1ccc2nc3c(cc2c1)CCCCC3
    -3.6	10.8	-1.6	-6.8	-15.3	-1.6	-2.9	-4.2
CCN1CCN(CC(=O)N2CCCC(C(=O)c3ccc(Oc4ccccc4)cc3)C2)CC1 (configuration not stated)
    -4.9	10.8	1.4	-9.1	4.3	-3.6	-1.4	-3.8
CN(C)CCN(C(=O)c1ccc2c(c1)OCCO2)c1nc2c(Cl)cccc2s1
    -2.6	2.1	1.7	-14.3	19.6	-8.4	-8.8	8.5
O=C(OCCN1C(=O)c2ccccc2C1=O)c1cc(S(=O)(=O)N2CCOCC2)ccc1Cl
    -1.3	23.0	5.6	1.7	-3.8	1.3	-0.5	-5.8
COc1ccccc1NS(=O)(=O)c1cccc(C(=O)N/N=C/c2ccc(C)o2)c1
    11.8	-60.8	-4.5	3.3	-6.2	-4.6	7.2	-2.2
CCCC(=O)c1cc(-c2nc3ccccc3n2C)n(C)c1
    -22.8	-66.4	1.0	-2.7	10.0	-6.8	-1.9	-6.1
CC(C)NS(=O)(=O)c1ccc(CCC(=O)Nc2ccc3c(c2)OCCO3)cc1
    7.3	12.8	0.1	-1.6	7.2	7.5	-2.5	-0.3
CCC(C)NC(=O)C1(O)c2ccccc2NC(=O)N1c1ccc(C)c(C)c1 (configuration not stated)
    -1.6	2.7	-0.7	4.2	0.3	4.0	0.5	-7.6
CC(C)OC(=O)C1CC=CCC1C(=O)Nc1ccc(Cl)cc1 (configuration not stated)
    -9.1	23.3	2.0	0.3	3.1	3.4	2.9	-6.9
COc1ccc(S(=O)(=O)N2CCOC23CCN(C(=O)c2ccccc2OC)CC3)cc1
    1.8	8.3	1.9	11.7	7.4	6.1	-3.4	1.1
CCCCOC(=O)Nc1nc(C)c(C(=O)OCC)s1
    -4.1	1.3	3.3	-1.5	0.2	-2.0	2.7	-1.5
Cc1c(/C=C/C(=O)c2ccc(C(C)C)cc2)cnn1C
    -18.0	-1.2	-0.2	-18.6	9.6	-0.2	-14.8	-1.7
COc1ccc(C(=O)C(C)[n+]2ccc(-c3nnc4n3CCCCC4)cc2)cc1 (configuration not stated)
    13.0	-18.0	1.6	10.3	-16.7	6.5	7.2	-8.3
CCC(C)(C)NC(=O)C(c1ccc(OC)cc1)N(C(=O)CCC(=O)Nc1cc(C)on1)C(C)(C)C (configuration not stated)
    8.9	16.7	1.8	1.5	1.7	6.8	2.4	2.2
COCCNC(=O)CCC1CCN(C/C=C/c2ccccc2OC)CC1
    -26.0	7.2	-2.4	-18.5	11.2	-7.5	-12.0	-6.6
CCOC(=O)N1CCN(c2cc(N)c([N+](=O)[O-])cc2F)CC1
    7.5	23.9	2.6	3.5	-12.3	-30.9	3.0	-7.5
CC(NS(=O)(=O)c1ccccc1)C(c1cccs1)N1CCOCC1 (configuration not stated)
    -12.0	12.8	-0.2	5.2	3.3	1.0	-7.8	2.9
COc1ccc(C(=O)c2no[n+]([O-])c2C(=O)c2ccc(OC)cc2)cc1
    1.5	13.2	7.4	-5.7	15.2	-6.0	11.0	-2.7
COc1ccc2c(c1)[nH]c1c(=O)n(CCCn3ccnc3)cnc12
    -37.8	-4.7	1.4	-2.3	12.7	2.1	6.3	-3.0
C/C(Cc1ccccc1)=N\NC(=O)CNC(=O)c1ccc(F)cc1
    -0.1	10.3	1.4	-7.1	3.0	-3.5	12.4	-6.8
CS(=O)(=O)NNC(=O)Cn1nnc(-c2ccc(OCc3ccccc3Cl)cc2)n1
    -8.6	4.0	1.7	-8.0	-9.3	-13.2	4.7	-4.0
CC(O)C(NS(=O)(=O)c1ccc(Cl)cc1)C(=O)OCc1nnc(-c2ccccc2)o1 (configuration not stated)
    -16.6	10.8	1.7	0.3	4.8	20.1	2.1	-7.2
COc1ccc(-n2nnnc2SCC(=O)c2cccc(OC)c2)cc1
    4.9	11.6	0.6	-2.7	8.4	1.0	4.6	-4.7
O=C(NCCSc1ccc(Cl)cc1)c1ccco1
    -4.5	14.8	1.7	-0.7	6.6	6.4	9.5	-0.1
O=C(c1cccc(S(=O)(=O)Nc2ccc(Br)cc2)c1)N1CCCC1
    -4.4	22.8	1.4	-3.5	2.5	-7.7	-7.4	-7.8
CC1CCC(NC(=O)CN2C(=O)COc3ccc(S(=O)(=O)N4CCCC4)cc32)CC1 (configuration not stated)
    -7.6	.	.	-4.9	-6.2	7.6	-0.3	-2.4
Nc1nc(NCCCN2CCOCC2)nc(NCc2ccccc2)c1[N+](=O)[O-]
    -7.2	33.3	0.6	2.7	-5.1	2.6	2.6	-8.6
Cn1ncc(C#N)c1/N=C/N1CCCCCC1
    -5.0	25.3	0.7	-2.8	-3.9	5.4	3.2	-3.9

# Full records as entered above. Order of values: SENP6 inh, SENP8 block-1, SENP1 FRET inh, SENP8 block-2, Apaf1 inhib, UBC13 polyUb, SENP7 inh, A3G deaminase
# COc1ccc(C)cc1S(=O)(=O)N(C)CC(=O)NC1CCCCCC1 across the screens: 14.2, 5.9, -0.9, -2.0, 0.9, -6.4, 0.5, 2.7
# C/C(Cc1ccccc1)=N\NC(=O)CNC(=O)c1ccc(F)cc1 across the screens: -0.1, 10.3, 1.4, -7.1, 3.0, -3.5, 12.4, -6.8
# CCOC(=O)N1CCN(c2cc(N)c([N+](=O)[O-])cc2F)CC1 across the screens: 7.5, 23.9, 2.6, 3.5, -12.3, -30.9, 3.0, -7.5
# CS(=O)(=O)NNC(=O)Cn1nnc(-c2ccc(OCc3ccccc3Cl)cc2)n1 across the screens: -8.6, 4.0, 1.7, -8.0, -9.3, -13.2, 4.7, -4.0
